Source: PubChem (several laboratories)
Rac1 act GTP bind = alters GTP binding to activated mutant human Rac1 | GST-Rac1 activated beads, fluorescent GTP binding, flow cytometry; actives lie on both sides; 100% means binding = to untreated wells | hit rate 0.11% among 190,000 | percent activity (GTP binding), % at 10 µM | P63000;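 active = GTP binding at least 20 percentage points away from the 100% baseline, in either direction, so actives lie on both sides; inconclusive = Compound likely fluorescent itself, or too few beads counted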
Pf gametocyte = P. falciparum stage V gametocyte viability inhibition. P. falciparum stage V gametocytes, ATP luminescence, 24 h. inhibition, % at 10.9 µM. hit rate 0.065% among 150,000;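 active = inhibition above the mean plus 3 SD of compounds within the control limits, set per campaign, cut at about 38% in these data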;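 note: 0% = DMSO wells and 100% = medium only without gametocytes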
Bim-Mcl-1 = disrupts Bim peptide binding to human Mcl-1 | Q07820 | Bead-based flow cytometry, Bim peptide-Mcl-1 binding | inhibition, % at 10 µM | hit rate 0.1% among 190,000; in the data active = inhibition above about 40%;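 note: 0% = no compound tracer wells and 100% = peptide blocker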
Target sequence (Q07820 whole entry, looked up): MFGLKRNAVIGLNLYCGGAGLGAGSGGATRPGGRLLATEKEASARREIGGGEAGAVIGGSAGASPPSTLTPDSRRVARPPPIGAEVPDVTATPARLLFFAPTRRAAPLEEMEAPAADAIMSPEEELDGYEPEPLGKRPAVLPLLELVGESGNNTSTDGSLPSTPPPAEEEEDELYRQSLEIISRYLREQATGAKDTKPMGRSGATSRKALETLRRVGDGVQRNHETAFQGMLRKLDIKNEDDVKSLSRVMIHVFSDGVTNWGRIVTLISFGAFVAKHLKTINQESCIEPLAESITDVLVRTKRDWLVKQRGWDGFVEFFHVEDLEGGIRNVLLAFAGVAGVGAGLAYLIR
HRas wt GTP bind = human HRas wildtype GTP binding, change in either direction; P01112; GST-Ras wt beads, Bodipy-FL-GTP binding, flow cytometry; actives lie on both sides; GTP binding activity, % at 10 µM; hit rate 0.14% among 190,000; AID 759;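 active = GTP binding activity at least 20% away from the 100% baseline, either lowered as inhibitor or raised as activator; inconclusive = flagged as likely green fluorescent, judged across all proteins in the well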;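 note: 0% = unlabeled GTP competition control and 100% = no-compound control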
Target sequence (P01112 whole entry, looked up): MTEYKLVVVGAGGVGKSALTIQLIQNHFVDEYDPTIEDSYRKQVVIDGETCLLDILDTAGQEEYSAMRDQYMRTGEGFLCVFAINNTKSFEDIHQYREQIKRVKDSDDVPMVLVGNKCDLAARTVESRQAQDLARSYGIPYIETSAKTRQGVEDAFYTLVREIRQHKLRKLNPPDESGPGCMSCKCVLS
Rab2A wt mod = changes GTP binding to wildtype dog Rab2A, up or down; P61105; GST-Rab2 wt beads, Bodipy-GTP binding, flow cytometry; GTP binding activity, % at 10 µM; hit rate 0.19% among 190,000;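 active = GTP binding activity at least 20 points away from 100%, either lowered or raised; inconclusive = signal likely due to the compound's own green fluorescence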;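 note: 0% = beads with excess unlabeled GTP and 100% = no-compound control corrected for plate trend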
Avidin bead fluor = avidin bead compound fluorescence profile; Avidin beads, compound fluorescence 488/530 nm, flow cytometry; stronger effect = higher value; fluorescence (KMESF) at 10 µM; hit rate 0.38% among 220,000; AID 1775; in the data active = fluorescence above about 47; note: inactives centre near 10
Mcl1-Bid inh = disrupts binding of human Mcl-1 to Bid peptide; AID 1021; hit rate 0.97% among 220,000; TR-FRET Mcl-1/Bid-Dy647 peptide binding, 1536-well; inhibition, % at 21.7 µM;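 active = compounds that cut the binding signal by more than half at the single screening dose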;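 note: His-tagged Mcl-1 with europium anti-His antibody binding Bid BH3 peptide; 0% = Mcl-1 plus peptide wells and 100% = peptide-only wells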
Rac1 wt GTP bind = modulators of human Rac1 wildtype GTP binding; P63000; GST-Rac1 beads, fluorescent GTP binding, flow cytometry; actives lie on both sides; 0 = cold GTP competed, 100 = untreated; GTP binding activity (% of control), % at 10 µM; hit rate 0.27% among 190,000; AID 757;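 active = GTP binding activity at least 20 points away from the 100% control level, either lower or higher; inconclusive = compound flagged as likely green fluorescent, judged across all proteins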
Rab7 wt modul = modulators of GTP binding to dog Rab7 wildtype GTPase | GST-Rab7 beads, fluorescent GTP binding, flow cytometry; actives lie on both sides; untreated = 100%, excess cold GTP = 0% | GTP binding activity (percent of control), % at 10 µM | hit rate 0.055% among 190,000 | AID 758;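 active = fluorescent GTP binding to Rab7 beads changed by at least 20 points from the 100% baseline, either direction, mostly lower; inconclusive = compound itself probably fluorescent, or too few beads counted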;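 note: median green fluorescence of bound Bodipy-FL-GTP per Rab7 bead population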
Cdc42 wt = modulators (inhibitors or activators) of GTP binding to human Cdc42 wildtype. AID 761. P60953. hit rate 0.2% among 190,000. GST-Cdc42 beads, Bodipy-GTP binding, flow cytometry; actives lie on both sides. percent activity (GTP binding), % at 10 µM;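 active = percent activity GTP binding at least 20 points away from the 100% baseline, either down as inhibitor or up as activator; inconclusive = compound flagged as likely green fluorescent from well-wide comparison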;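 note: median bead fluorescence of bound Bodipy-FL-GTP at 100 nM; 0% = excess unlabeled GTP control and 100% = no compound control; below 100% means less GTP binding so inhibitor and above means activator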
Target sequence (P60953 whole entry, looked up): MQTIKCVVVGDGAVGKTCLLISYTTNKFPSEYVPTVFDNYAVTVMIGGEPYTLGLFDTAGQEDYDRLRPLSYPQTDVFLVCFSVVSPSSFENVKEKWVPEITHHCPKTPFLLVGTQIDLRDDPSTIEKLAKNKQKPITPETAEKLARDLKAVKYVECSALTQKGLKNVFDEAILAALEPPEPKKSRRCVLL
Mcl1-Noxa inh = Mcl-1/Noxa interaction inhibition; Q07820; TR-FRET Mcl-1/Noxa peptide binding, 2 h; inhibition, % at 21.7 µM; hit rate 1.5% among 220,000;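 active = compounds that cut the protein-peptide binding signal by more than 50% relative to plate controls in a single-dose test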;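 note: His-tagged Mcl-1 with rhodamine Noxa BH3 peptide and terbium anti-His antibody; 0% = Mcl-1 plus Noxa peptide wells and 100% = peptide-only wells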
* hit, by the source's call; ? = inconclusive; . = not tested or not shown.

SMILES	Rac1 act GTP bind	Pf gametocyte	Bim-Mcl-1	HRas wt GTP bind	Rab2A wt mod	Avidin bead fluor	Mcl1-Bid inh	Rac1 wt GTP bind	Rab7 wt modul	Cdc42 wt	Mcl1-Noxa inh
O=C(CSc1nncn1-c1ccccc1)NC1CCCCC1	97	.	0	100	99	45	-22	101	101	98	-3
O=C(NN1C(=O)C2C3C=CC(C3)C2C1=O)C(O)c1ccccc1 (centres undefined)	94	4	-4	99	97	10	-12	97	106	97	7
CC(=O)c1ccc(NC(=O)CCNS(=O)(=O)c2cccc3nonc23)cc1	94	.	0	97	97	14	7	94	96	97	20
CCn1c(-c2ccc(Cl)cc2)n[nH]c1=S	99	-8	-6	98	99	13	-22	104	97	98	16
CC(O)CNc1nc2ccccc2n1CC(=O)NC12CC3CC(CC(C3)C1)C2 (centres undefined)	98	-21	-1	100	103	10	-8	103	110	102	20
CCN(CC)C(=O)c1sc(N)c(C#N)c1C	97	.	-6	99	98	8	-55	102	102	98	6
O=S(=O)(NC1CCCC1)c1ccccc1Cl	98	17	-5	100	98	24	-14	110	97	106	-8
CCOc1ccc(-c2nc(C#N)c(N3CCOCC3)o2)cc1	100	.	-2	98	100	6	9	105	97	99	7
CCN(CC)CCNC(=O)c1ccccn1	100	13	1	102	104	8	-20	111	100	106	3
COCC(=O)Nc1cc(C(=O)Nc2cccc(C)c2C)ccc1Cl	102	10	3	103	103	9	-12	106	100	106	6
CC1(C)Cc2ccccc2C(NNC(=O)c2ccncc2)=N1	99	.	-2	101	99	13	-11	102	100	102	15
COc1ccc(C(=O)Nc2cc(OC)c(NC(=O)c3ccco3)cc2OC)cc1	98	.	3	99	98	7	-59	101	100	99	32
CCCCn1c(NCc2ccccc2NS(=O)(=O)c2ccc(C)cc2)nc2ccccc21	94	7	1	94	93	8	20	93	97	95	5
CCNC(=S)N(Cc1ccc2c(c1)OCO2)C1CC(=O)N(c2ccc(F)cc2)C1=O (centres undefined)	99	10	-5	99	100	9	6	100	100	98	25
Cn1c(SCc2nnc3n2CCCCC3)nc2ccccc21	101	.	0	100	100	17	4	103	104	100	16
CC1CCCCN1C(=O)/C(=C\c1ccccc1)c1ccccc1 (centres undefined)	102	.	1	101	99	8	3	108	101	102	8
CC(C)CC(NC(=O)OC(C)(C)C)C(=O)NC(C(=O)NC(C)C(N)=O)C(C)C (centres undefined)	100	.	-1	103	102	36	-18	103	102	102	4
COCCCNC(=O)CN1CCN(Cc2ccc(Cl)cc2)C1=O	99	.	0	102	101	8	-10	104	105	103	8
CC(C)(C)C(=O)Nc1cccc2[nH]ncc12	93	4	-1	94	101	8	-11	94	97	99	-2
CCCCC1CCC(c2nc(-c3cccnc3)no2)CC1 (centres undefined)	101	0	0	103	100	11	-9	107	99	104	12
Cc1ccc(Nc2nc(C(=O)NCc3ccco3)cs2)cc1	99	.	0	99	99	16	-39	99	97	97	-7
COc1ccc(Cl)cc1S(=O)(=O)N1CCN(Cc2ccc3c(c2)OCO3)CC1	99	9	-2	106	101	14	-22	109	105	103	2
COc1ccc(C(=O)NCC(=O)NCCc2c[nH]c3ccccc23)cc1OC	95	4	-3	94	93	6	-10	98	94	99	10
COc1ccc2nc(NC(=O)c3cccnc3SC)sc2c1	99	-4	0	97	98	11	-3	97	98	98	10
COc1ccc(/C=N/NC(=O)CCc2nc3ccccc3[nH]2)cc1	100	-17	-2	103	101	14	-5	105	99	103	3

Next part (two carried over from the part before).
SMILES	Rac1 act GTP bind	Pf gametocyte	Bim-Mcl-1	HRas wt GTP bind	Rab2A wt mod	Avidin bead fluor	Mcl1-Bid inh	Rac1 wt GTP bind	Rab7 wt modul	Cdc42 wt	Mcl1-Noxa inh
COc1ccc2nc(NC(=O)c3cccnc3SC)sc2c1	99	-4	0	97	98	11	-3	97	98	98	10
COc1ccc(/C=N/NC(=O)CCc2nc3ccccc3[nH]2)cc1	100	-17	-2	103	101	14	-5	105	99	103	3
CCN(CC)Cc1c(O)ccc2c(C)c(CC(=O)OC)c(=O)oc12	98	33	0	99	97	8	-15	97	96	101	21
CCOc1ccc(OCCCC(=O)NC2=NCCS2)cc1	101	13	3	104	105	12	-6	106	104	104	-9
O=c1c2ccccc2oc2nc3n(c(=O)c12)CCCS3	?	.	3	?	?	34	29	?	?	?	-3
CCOC(=O)C(Oc1ccc(=O)n(-c2ccccc2)n1)C(C)=O (centres undefined)	96	.	0	95	98	16	31	98	97	100	2
O=[N+]([O-])c1ccc(O)c(Nc2ncnc3ccccc23)c1	97	5	0	100	100	20	-27	100	99	101	46
Nc1c(C(=O)NCc2ccccc2)nnn1Cc1cccc(Cl)c1	97	.	-4	99	99	36	-3	103	99	99	3
O=C1c2ccccc2C(=O)N1CN(C(=O)COc1ccc(Cl)cc1Cl)c1cccc(F)c1	99	.	92*	99	97	16	-13	99	98	99	6
COc1cc(NC(=O)c2ccc3c(c2)OCO3)ccc1NC(=O)C(C)C	96	.	-2	99	98	6	-4	102	99	98	8
O=C(NC1CC2CCCC(C1)N2Cc1ccco1)NC12CC3CC(CC(C3)C1)C2 (centres undefined)	100	.	-2	103	102	8	-30	103	99	101	0
O=C(CN1CCN(c2ncccn2)CC1)N1CCCC1	94	-5	-3	98	98	12	-18	96	103	97	23
Cc1ccc(C(=O)Cn2nnc3ccccc32)cc1	98	.	-3	99	101	6	-9	99	103	100	-3
CN(CC(=O)NCc1cccs1)S(=O)(=O)c1cccc2nsnc12	96	17	0	105	100	21	-9	109	105	105	-6
CCSc1ncnc2c(C#N)c3n(c12)CCCCC3	96	-42	-4	95	96	5	-16	111	89	102	-1
COc1ccc(CNC(=O)Cn2nc(C(F)(F)F)c3c2CCC3)cc1	101	.	0	103	101	15	-13	104	101	103	-24
CN(C)CC(C)(C)CNS(=O)(=O)c1ccc(Cl)s1	97	-13	-1	94	95	17	-26	98	90	97	13
COc1ccccc1N1CCN(CC(O)COc2ccc3c(c2)CCC3)CC1 (centres undefined)	100	-41	-4	100	101	12	0	105	97	104	6
CC(C)C(=O)NNc1ccccc1	101	7	-2	104	102	4	-66	108	106	102	4
COc1cc(NS(=O)(=O)c2ccc(NC(=O)COc3ccc(C)cc3)cc2)nc(OC)n1	99	.	0	100	101	33	4	102	102	100	9
COC(=O)C1=C(C)NC(=O)CC1c1cccc(OC)c1OC (centres undefined)	102	.	-4	101	101	20	-11	107	101	104	-1
O=C(O)CNC(=O)c1ccc(OC(F)F)cc1	99	3	-2	100	101	8	-25	104	100	101	25
Cc1ccccc1OCC(=O)Nc1ccc2c(c1)Cc1ccccc1-2	83	.	-1	88	87	11	-27	88	91	89	-6
C/C(=C/C=N/Nc1nc(N2CCCCC2)nc(N2CCCCC2)n1)c1ccccc1	94	.	-1	97	98	24	-19	100	100	98	-10
O=C(CSc1ccc(F)cc1)NC(=O)NCc1ccccc1	89	.	0	93	95	7	-14	96	92	95	3
c1ccc(-c2csc(N3CCCCCC3)n2)cc1	102	21	0	103	104	40	-43	108	105	105	13
O=C(O)CNC(=S)N(Cc1ccccc1Cl)C1CCCC1	90	2	0	93	92	9	1	94	93	91	-11

Next part, starting with the last 4 of the part before.
SMILES	Rac1 act GTP bind	Pf gametocyte	Bim-Mcl-1	HRas wt GTP bind	Rab2A wt mod	Avidin bead fluor	Mcl1-Bid inh	Rac1 wt GTP bind	Rab7 wt modul	Cdc42 wt	Mcl1-Noxa inh
C/C(=C/C=N/Nc1nc(N2CCCCC2)nc(N2CCCCC2)n1)c1ccccc1	94	.	-1	97	98	24	-19	100	100	98	-10
O=C(CSc1ccc(F)cc1)NC(=O)NCc1ccccc1	89	.	0	93	95	7	-14	96	92	95	3
c1ccc(-c2csc(N3CCCCCC3)n2)cc1	102	21	0	103	104	40	-43	108	105	105	13
O=C(O)CNC(=S)N(Cc1ccccc1Cl)C1CCCC1	90	2	0	93	92	9	1	94	93	91	-11
Cc1ccc2nc(NC(=O)C3CCCN(S(=O)(=O)c4cnc[nH]4)C3)sc2c1 (centres undefined)	100	.	-2	103	103	22	6	107	104	105	-11
Cc1ccccc1NC(=O)Cn1nc(-c2ccccc2)nc1-c1ccccc1	?	6	-1	?	?	21	0	?	?	?	4
Nc1c(S(=O)(=O)c2cccs2)c2nc3ccccc3nc2n1Cc1ccccc1	100	5	1	102	101	39	12	105	103	103	-31
CCCn1c(SCC(=O)Nc2ccccc2N2CCCCC2)nc2c1c(=O)n(C)c(=O)n2C	100	.	0	99	98	33	3	101	98	101	-3
CCCC(=O)NNc1cc(=O)c2c(=O)n(C)c(=O)n(C)c2[nH]1	98	.	-2	101	101	12	4	106	103	99	5
CCCOc1ccc(C(=O)NNC(=S)NC(=O)c2cc(-c3ccc(Cl)cc3)nc3ccccc23)cc1	92	0	0	96	94	17	-23	93	96	93	2
CCOC(=O)C1(Cc2ccccc2)CCN(Cc2csc(C(C)=O)c2)CC1	98	0	-3	97	97	5	-29	102	95	100	1
CCCCNC(=O)C1c2cc(OC)c(OC)cc2C(=O)N(C)C1c1cccs1 (centres undefined)	96	-14	-2	99	98	10	0	97	99	97	16

Some values from the results shown.
CCOC(=O)C1(Cc2ccccc2)CCN(Cc2csc(C(C)=O)c2)CC1 – HRas wt GTP bind: 97
Cc1ccccc1NC(=O)Cn1nc(-c2ccccc2)nc1-c1ccccc1 – Pf gametocyte: 6

An excerpt from above in order of molar mass, descending.
SMILES	Rac1 act GTP bind	Pf gametocyte	Bim-Mcl-1	HRas wt GTP bind	Rab2A wt mod	Avidin bead fluor	Mcl1-Bid inh	Rac1 wt GTP bind	Rab7 wt modul	Cdc42 wt	Mcl1-Noxa inh
O=C1c2ccccc2C(=O)N1CN(C(=O)COc1ccc(Cl)cc1Cl)c1cccc(F)c1	99	.	92*	99	97	16	-13	99	98	99	6
COc1ccc(CNC(=O)Cn2nc(C(F)(F)F)c3c2CCC3)cc1	101	.	0	103	101	15	-13	104	101	103	-24
Cc1ccccc1OCC(=O)Nc1ccc2c(c1)Cc1ccccc1-2	83	.	-1	88	87	11	-27	88	91	89	-6
